Cdc25B inh: inhibitors of human Cdc25B phosphatase; P30305; recombinant Cdc25B, OMFP fluorescence Ex485/Em525; inhibition, %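 (compounds tested at 10 µM final in the well)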; 65,000 tested, 0.1% active; in the data active = inhibition above about 50%
TNAP act DEA: activates human TNAP at intermediate phosphate acceptor concentration; P05186; purified TNAP, CDP-star luminescence, 100 mM DEA, 30 min; active compounds read high; scale: 0 levamisole-inhibited, 1 vehicle-only enzyme; activation factor at 20 µM; 64,000 tested, under 10 active; AID 813;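 active = activation factor of at least 2 at 20 µM, relative to controls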
MKP-1 inh: blocks human MKP-1 phosphatase activity; inhibition, %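 (compounds tested at a single concentration somewhere between 10 and 100 µM)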; AID 374; recombinant MKP-1, OMFP hydrolysis fluorescence; 65,000 tested, 0.15% active;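 active = inhibition above about 50%, limit read from the data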;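 note: 0% = DMSO max control wells and 100% = wells with enzyme stopped by NaOH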
SF1 activator: activators of human nuclear receptor SF-1; CHO-K1 Gal4-SF-1 LBD luciferase reporter; % increase over DMSO SF-1-specific signal; activation, % at 10 µM; 65,000 tested, 1.9% active;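 active = activation above the mean activation of all tested compounds plus 3 SD, cut at about 50% in these data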
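Compound – one dose, 10 µM compound, 1% DMSO · Test system – transient Gal4-SF-1 LBD reporter, CHO-K1 · Input – 4,000 cells in each well · Read-out basis – percent activation relative to DMSO median and mock-transfected background · Replicates – single measurement per compound · Technique – steady-glow luciferase luminescence, read after 15 min reagent incubation · Timing – 20 h compound treatment, 37 °C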
Hsp90 inh: displaces geldanamycin probe from tumor Hsp90; P07900; NCI-N417 lysate Hsp90, Cy3B-geldanamycin FP displacement; inhibition, % at 30 µM; 64,000 tested, 0.35% active; AID 429;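 active = inhibition above 50%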;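 note: 0% = tracer plus lysate wells and 100% = tracer alone without lysate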
RORA act: RORA (human) activation; 65,000 tested, 1.5% active; activation, % at 10 µM; CHO-K1 Gal4-RORA LBD luciferase reporter, luminescence; percent increase over mock-subtracted basal signal; AID 560; P35398;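 active = activation above the mean of all tested compounds plus 3 SD, cut at about 49% in these data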;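 note: 0% = DMSO-treated RORA cells and 100% = added signal equal to DMSO minus mock-transfected cells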
D1 mod: allosteric modulators of human D1 dopamine receptor; HEK293 D1, CRE-luciferase, dopamine EC30 potentiation; actives deviate in either direction; B-score at 10 µM; 58,000 tested, 5.9% active; AID 641;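 active = luminescence count or its row- and column-corrected plate score outside the 99.7% band of the plate's sample wells, on either side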
FXIIa inh mix: factor XIIa (human) inhibition, mixture screen. 62,000 tested, 0.2% active. inhibition, % at 5 µM. AID 684. purified FXIIa, fluorogenic substrate, pooled mixtures; in the data active = inhibition above about 20%, passing the limit was not always enough;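 note: 0% = enzyme without compound and 100% = no enzyme blank; some results filed as inactive read as strong as hits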
Her2 expr inh: lowers expression of human Her2 kinase; P04626; SKBR-3 HER2 protein level, AlphaScreen, 18-24 h; active compounds read low; HER2 level % of control, % at 10 µM; 65,000 tested, 0.69% active; AID 645;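 active = HER2 level under 5% of the carrier-only control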;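 note: 100% = DMSO carrier and 0% = 500 nM PU-H71 HSP90 inhibitor; lower value means stronger loss of Her2 protein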
Target sequence (P04626 whole entry, looked up): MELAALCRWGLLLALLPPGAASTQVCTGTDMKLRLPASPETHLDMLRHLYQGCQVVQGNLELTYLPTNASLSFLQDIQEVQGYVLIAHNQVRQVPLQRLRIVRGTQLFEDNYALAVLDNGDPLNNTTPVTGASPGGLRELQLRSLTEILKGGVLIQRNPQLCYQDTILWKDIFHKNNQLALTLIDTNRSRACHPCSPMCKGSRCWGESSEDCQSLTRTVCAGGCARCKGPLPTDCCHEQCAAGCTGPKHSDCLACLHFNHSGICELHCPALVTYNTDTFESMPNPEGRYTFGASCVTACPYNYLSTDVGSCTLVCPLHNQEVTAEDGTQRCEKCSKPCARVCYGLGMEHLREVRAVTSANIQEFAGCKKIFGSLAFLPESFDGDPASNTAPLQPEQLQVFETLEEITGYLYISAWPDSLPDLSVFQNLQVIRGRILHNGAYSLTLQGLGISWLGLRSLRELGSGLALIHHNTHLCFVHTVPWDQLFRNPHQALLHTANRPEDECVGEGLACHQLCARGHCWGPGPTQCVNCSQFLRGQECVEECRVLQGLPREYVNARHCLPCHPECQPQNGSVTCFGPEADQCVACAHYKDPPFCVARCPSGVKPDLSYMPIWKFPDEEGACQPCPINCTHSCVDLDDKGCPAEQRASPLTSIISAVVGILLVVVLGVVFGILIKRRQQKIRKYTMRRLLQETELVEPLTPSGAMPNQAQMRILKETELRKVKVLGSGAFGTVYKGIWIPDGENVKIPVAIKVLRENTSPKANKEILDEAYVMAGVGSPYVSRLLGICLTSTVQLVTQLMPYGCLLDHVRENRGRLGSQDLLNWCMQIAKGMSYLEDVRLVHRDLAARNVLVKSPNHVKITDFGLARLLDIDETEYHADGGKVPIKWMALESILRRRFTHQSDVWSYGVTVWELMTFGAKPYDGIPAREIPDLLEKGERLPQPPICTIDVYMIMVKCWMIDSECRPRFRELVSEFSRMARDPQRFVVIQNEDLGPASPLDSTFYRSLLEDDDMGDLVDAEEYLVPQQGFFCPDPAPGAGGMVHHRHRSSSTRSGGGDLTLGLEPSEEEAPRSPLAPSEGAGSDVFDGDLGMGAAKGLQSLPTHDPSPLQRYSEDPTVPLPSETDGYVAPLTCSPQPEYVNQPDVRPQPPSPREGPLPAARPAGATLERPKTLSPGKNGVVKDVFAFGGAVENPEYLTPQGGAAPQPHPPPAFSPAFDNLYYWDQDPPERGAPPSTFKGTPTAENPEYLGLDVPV
The depositor's hits bear a star; nt = no result given.

SMILES	Cdc25B inh	TNAP act DEA	MKP-1 inh	SF1 activator	Hsp90 inh	RORA act	D1 mod	FXIIa inh mix	Her2 expr inh
COCCN1C(=O)C(=O)/C(=C(/O)c2ccc(OC(C)C)cc2)C1c1cccnc1 (configuration not stated)	-3	0.9	-8	-3	-4	6	0.33	1	151
CCOc1ccc(C2c3c(oc4ccccc4c3=O)C(=O)N2CCCN2CCOCC2)cc1 (configuration not stated)	7	1	2	-16	-9	3	1	1	125
Cc1cc2cc(CN(Cc3ccc4c(c3)OCO4)C(=O)c3ccco3)c(=O)[nH]c2cc1C	10	1	16	19	0	-12	-0.0051	0	91
CCOC(=O)COc1nc(C)c(Br)c(OC)n1	2	1	-2	2	1	-6	-1	8	87
COc1cc2c(cc1OC)-c1nnnn1C(C)(C)C2	-12	0.9	-5	-18	0	-12	4.2	3	98
Cc1nnc(SCc2cccc(Oc3ccccc3)c2)n1N	1	0.9	6	-9	0	3	nt	31	89
CCOC(=O)N1CCC(NC(=O)C2CCCCN2S(=O)(=O)c2ccc(F)cc2)CC1 (configuration not stated)	-3	1	12	18	-1	-4	0.21	7	88
Brc1ccc(OCCOCCN2CCOCC2)cc1	-13	0.9	-3	-13	-2	12	0.27	-3	111
Nn1c(Cc2cccc3ccccc23)nnc1SCC(=O)NC1CCS(=O)(=O)C1 (configuration not stated)	-2	0.9	-13	-6	-5	-22	-0.39	2	115
COc1ccccc1C1CC(=O)NC(C)=C1C(=O)OCC1CCCO1 (configuration not stated)	2	1	7	16	-4	2	-0.47	5	85
Cc1ccc(NC(=O)CSc2nnc(-c3ccncc3)n2C)cc1C	-5	0.9	-3	3	0	-23	-0.61	-14	100
Cc1cc(/N=C/C=C2\N(C)c3ccccc3C2(C)C)n(CCC#N)n1	-7	0.8	0	13	-3	13	-1.8	-6	66
O=C(COc1ccc(S(=O)(=O)N2CCCC2)cc1Cl)N1CCN(c2ccccc2)CC1	-12	0.9	12	-2	1	-7	0.027	23	90
COc1cc2c(cc1OC)C(c1ccsc1)CC(=O)N2 (configuration not stated)	-7	0.9	-2	-11	-5	-8	0.74	-3	100
COc1ccc(-c2n[nH]c(C)c2-c2cnn(-c3ccccc3)c2)c(O)c1	-1	1.1	2	-14	0	-13	nt	1	95
CCCCN1CC(COc2ccccc2)OC1=O (configuration not stated)	-12	0.9	2	16	-2	10	nt	9	117
CCCSc1nnc(Cn2c(=O)sc3ccccc32)n1-c1ccccc1	-11	1	10	4	0	2	0.64	2	103
COc1ccc(CCNC(=O)CSc2cc(=O)[nH]c(N)n2)cc1OC	-3	0.9	3	-19	2	-4	0.21	-7	51
CC(C)c1nc2oc3c(NCc4ccccn4)ncnc3c2c2c1COC(C)(C)C2	9	1	22	-5	1	-4	8.7*	2	93
CCc1nc2sc3c(c2c(=O)o1)CCCC3	15	0.9	-8	-8	-3	-4	-0.89	0	81
COc1ccccc1NC(=O)CCC(=O)Nc1ccccc1OC	-7	1	4	1	-3	-15	-0.073	2	124
O=C(CN(C(=O)CNS(=O)(=O)c1ccccc1)c1ccc2c(c1)OCCO2)NCc1ccco1	-7	1	3	2	0	-19	0.64	4	98
CSc1ncccc1C(=O)OCC(=O)NC(=O)NCCC(C)C	4	0.9	-1	-11	1	-10	-0.087	-12	92
CCCN(CCC)C(=O)COc1cc(=O)n(CC)c2ccccc12	-4	1	12	-12	0	13	-0.36	10	110
COc1ccc(-c2nnc(SCc3nnc(-c4ccccc4)o3)n2C)cc1OC	-12	0.9	-32	12	-2	53*	2.9	-1	107
The listing continues.
SMILES	Cdc25B inh	TNAP act DEA	MKP-1 inh	SF1 activator	Hsp90 inh	RORA act	D1 mod	FXIIa inh mix	Her2 expr inh
CCNC(=O)C1CC(=O)N(Cc2ccc(F)cc2)C(=Nc2ccc(OC)cc2)S1 (configuration not stated)	-10	1	-14	-11	2	-1	-1.6	-13	98
O=C1CSc2ccccc2N1Cc1ccc(F)cc1	-6	0.9	5	3	-2	-11	1.8	-14	87
Cc1cc(=O)oc(C)c1C(=O)NCc1ccc(F)cc1	-5	0.9	1	-1	0	6	1.5	2	135
O=C(c1ccccc1F)N(Cc1ccccc1)C1CCS(=O)(=O)C1 (configuration not stated)	5	0.9	2	-3	-3	-22	-0.82	-1	113
CS(=O)(=O)N(CC(=O)NCc1ccccn1)Cc1ccc(Cl)cc1	-13	1	1	8	-8	1	0.095	3	90
Cc1cccc(NC(=O)c2cc(N3CCOCC3)nc3ccccc23)c1	0	0.8	-12	-1	-6	-24	nt	nt	106
Cc1cc(Cl)ccc1OCC(=O)OC(C)C(=O)N(C)C (configuration not stated)	-5	0.8	-19	-16	-3	-3	nt	-19	113
COc1ccc(S(=O)(=O)N2CCCC(C(=O)NCc3ccccn3)C2)cc1 (configuration not stated)	4	0.9	-5	16	-1	-18	-0.91	1	102
c1ccc(-c2noc(-c3cccs3)n2)nc1	-2	1	0	nt	nt	nt	-6.1*	4	121
COc1ccc(OCC(O)Cn2c(=N)n(Cc3ccccc3)c3ccccc32)cc1 (configuration not stated)	-31	1	-9	-12	0	3	-3.1	-33	56
CCN(Cc1ccccc1)C(c1cccs1)c1nnnn1C1CCCCC1 (configuration not stated)	-31	0.9	9	-5	-4	-20	0.71	7	92
COC(=O)c1c(NC(=O)CN2CCCC(C)C2)c2c(C)cccc2n1C (configuration not stated)	-1	0.9	-14	-12	-11	-16	0.6	12	109
O=C(O)c1cccc(-n2cccc2/C=N/O)c1	2	1	28	30	-6	34	0.33	-4	99
CCOc1ccc(OCC)c(S(=O)(=O)NCc2ccc3c(c2)OCO3)c1	-7	0.9	-2	-10	-4	-6	nt	2	95
CC(C)CSc1nc2c(c(=O)[nH]c(=O)n2C)n1CCc1ccccc1	-12	0.9	20	-7	-1	-16	19*	1	103
C(=NC12CN3CN(CN(C3)C1)C2)c1ccc2c(c1)OCO2	2	1	-6	8	-5	6	-0.2	2	92
O=C(NCc1n[nH]c(=S)n1-c1ccc(F)cc1)c1ccc(S(=O)(=O)N2CCCC2)cc1	6	1	-11	2	-2	1	nt	1	103
CCc1ccc(OCC(=O)Nc2ncc3c(n2)CC(C)(C)CC3=O)cc1	0	1	-20	-5	0	-1	-0.53	-10	66
CCc1ccc(-c2nc(-c3ccncc3)no2)cc1	-6	0.9	5	-8	0	-9	-4.1	-19	97
CCCn1c(=O)c2ccccc2n2c(SCCOc3ccc(Cl)cc3)nnc12	5	0.9	19	-7	-3	14	0.49	-1	85
COc1ccc(NC(=O)C2CCN(C(=O)c3ccccc3)CC2)c(OC)c1	3	1	6	2	4	16	-0.71	2	70
COc1ccc(-c2cc(C(=O)NCc3cccnc3)no2)cc1	-19	1	4	33	0	42	-1.4	-3	89
CC1CCCC(C)N1C(=O)CSc1nc2ncnc(N)c2[nH]1 (configuration not stated)	-9	0.5	3	13	-3	-5	nt	3	89
CCOc1cc(C2C(C#N)=C(N)SC(N)=C2C#N)ccc1OCCN1CCOCC1	-11	0.9	32	15	-32	-3	0.19	7	90
O=C(Cn1c(NCCCO)nc2ccccc21)c1ccc(Br)cc1	1	0.9	-17	-8	-2	-14	-0.036	-13	90
New compounds follow
SMILES	Cdc25B inh	TNAP act DEA	MKP-1 inh	SF1 activator	Hsp90 inh	RORA act	D1 mod	FXIIa inh mix	Her2 expr inh
Cc1ccc(-c2nnc(N3CCCCC3)c3ccccc23)cc1S(=O)(=O)N1CCN(C)CC1	-14	0.9	13	34	-2	32	1.2	13	57
COc1ccc(C2CC(=O)c3cnc(N4CCN(Cc5ccccc5)CC4)nc3C2)cc1 (configuration not stated)	0	0.9	1	-8	-1	22	0.18	-2	88
COCC(=O)NC1CC2CCCC(C1)N2Cc1ccccc1 (configuration not stated)	7	0.9	10	-7	-3	-5	0.099	-17	111
CCN(CC)c1ccc(NC(=O)C2CCCN(S(=O)(=O)c3cnc[nH]3)C2)c(C)c1 (configuration not stated)	1	0.9	5	3	-6	5	-0.14	-1	79
COc1cccc(C(=O)NC(C)C(c2cccs2)N2CCN(C)CC2)c1 (configuration not stated)	-6	0.9	26	13	-4	-12	0.019	6	125
CCc1cc2c(NCCO)ncnc2s1	-5	0.9	2	-4	1	-12	1	-3	79
CC(=O)SCC(=O)N=c1sc2cc(F)ccc2n1C	-11	1	6	-8	-2	-14	0.72	1	86
Cc1ccc(C)c(Cn2nnc3c(=O)[nH]c(C4CCCN(C(=O)C5CCC5)C4)nc32)c1 (configuration not stated)	-12	0.9	26	2	-2	4	2.4	13	94
CN(CCC#N)C(=O)CSc1ncnc2sc(-c3ccccc3)cc12	-13	1	14	30	-7	52*	-0.024	-1	97
Cc1ccc(Cc2c(C)nc3nc(SCC(=O)NCc4ccco4)nn3c2C)cc1	-13	1	9	20	nt	21	1.3	-9	67
OCc1nc2ccccc2n1CCCOc1ccc(Br)cc1	-11	1.1	12	-1	-6	15	-0.76	-16	103
COc1cccc(NC(=O)CSc2nnc(Cc3cccn3C)n2-c2ccc(F)cc2)c1	-6	0.9	15	-5	-1	12	-0.18	4	89
COc1cccc2cc(C(=O)n3ccc(C)n3)c(=O)oc12	2	0.8	1	-11	-8	3	-0.025	-1	85
O=C(O)C1CCCN1S(=O)(=O)c1ccc(Cl)c(Cl)c1 (configuration not stated)	-20	1	-4	8	-1	-13	-0.31	-17	94
Cn1cccc1Cc1nnc(SCC(=O)Nc2ccc3c(c2)OCO3)n1CCc1ccccc1	-9	1	15	10	0	13	-0.23	7	105
COc1ccc(CCNS(=O)(=O)c2cccc(S(=O)(=O)N3CCCC3)c2)cc1OC	0	0.9	-18	10	-2	6	1.3	-28	91
COC(=O)c1cccc(NC(=O)CSc2ncn[nH]2)c1	1	0.9	-6	8	-15	15	-0.036	-12	109
CC(C)c1c(O)nc(SCCN(C)C)[nH]c1=O	-13	0.9	10	-15	0	6	0.52	-18	84
Cc1ccc2[nH]c(=O)c(CN(Cc3ccccc3)Cc3nnnn3C3CCCC3)cc2c1	-18	0.8	32	16	-1	9	1.3	3	67
COC(=O)c1ccccc1NC(=O)Nc1cccs1	-4	0.8	5	10	-2	-8	0.36	8	112
NS(=O)(=O)c1ccc(NC(=O)c2ccccc2C(=O)N2CCCCC2)cc1	2	0.9	5	-7	-3	-6	0.01	1	71
C=C(Cl)COc1ccc2c(CC)cc(=O)oc2c1	3	0.9	4	-22	-2	-24	4.6	9	128
COC(=O)c1cccc(NCN2C(=O)c3ccccc3C2=O)c1	0	0.9	8	6	-1	-6	0.87	10	87
CCOc1ccc(N2CCn3c2nc2c3c(=O)n(CCc3ccccc3)c(=O)n2C)cc1	8	0.8	23	-20	1	12	-0.036	2	87
O=C(CSCCO)Nc1cc(C(F)(F)F)ccc1Cl	-6	0.9	0	-10	-3	-13	-0.37	3	94
COc1cccc(C2CC(=O)Nc3c2c(=O)n(C)c(=O)n3C)c1OC (configuration not stated)	-12	0.8	-3	-9	-2	5	-1.6	6	111

5 compounds picked at random from the list so far:
SMILES	Cdc25B inh	TNAP act DEA	MKP-1 inh	SF1 activator	Hsp90 inh	RORA act	D1 mod	FXIIa inh mix	Her2 expr inh
O=C(Cn1c(NCCCO)nc2ccccc21)c1ccc(Br)cc1	1	0.9	-17	-8	-2	-14	-0.036	-13	90
COC(=O)c1cccc(NCN2C(=O)c3ccccc3C2=O)c1	0	0.9	8	6	-1	-6	0.87	10	87
CCOC(=O)N1CCC(NC(=O)C2CCCCN2S(=O)(=O)c2ccc(F)cc2)CC1 (configuration not stated)	-3	1	12	18	-1	-4	0.21	7	88
Cc1cc(/N=C/C=C2\N(C)c3ccccc3C2(C)C)n(CCC#N)n1	-7	0.8	0	13	-3	13	-1.8	-6	66
CCCn1c(=O)c2ccccc2n2c(SCCOc3ccc(Cl)cc3)nnc12	5	0.9	19	-7	-3	14	0.49	-1	85

Source: PubChem BioAssay

Rows are unselected; 8.9% or so of the library scored in one or more.
